Screens (PubChem BioAssay)
rCAG binder: molecules binding r(CAG) RNA repeats; r(CAG) RNA repeat, TO-PRO-1 dye displacement fluorescence; AID 651821; 1.3% of 370,000 active; inhibition, % at 3 µM;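 active = inhibition above the plate cutoff, the mean of all test compounds on that plate plus 3 SD, cut at about 35% in these data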;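 also: 0% = DMSO alone and 100% = 100 µM mitoxantrone as full dye displacement; higher means more dye released from RNA so lower well fluorescence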
UHRF1 MBD2 ctr: UHRF1 methyl-DNA binding inhibition | AID 687016 | UHRF1 binding to methylated oligo, TR-FRET | inhibition, % at 4.4 µM | 0.75% of 370,000 active | Q96T88; in the data active = inhibition above about 21%;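 also: UHRF1 SRA domain binding a hemimethylated CpG hairpin DNA probe; 0% = median of test compound wells and 100% = reference inhibitor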
ABHD4 inh: ABHD4 (mouse) inhibition, primary FP screen; Q8VD66; purified mABHD4, FP-Rh probe fluorescence polarization; inhibition, % at 8.92 µM; 0.54% of 370,000 active; AID 720543;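 active = inhibition exceeding the mean over every tested compound plus 3 SD, cut at about 30% in these data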;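 also: 0% = plate median of compound wells and 100% = S159A mutant with DMSO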
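system = mouse ABHD4 enzyme, wild type | medium = HEPES pH 7.0, NaCl, Pluronic buffer | also added = FP-Rh probe | incubation = Enzyme–compound pre-incubation 45 min, then probe 60 min, both 25 °C | technique = fluorescence polarization, excitation 525 nm, emission 598 nm, BODIPY TMR filters | controls = S159A mutant high control, sample median low control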
TCR CD3 inh: inhibitors of human TCR-CD3 interaction. inhibition, % at 9.4 µM. TAMRA-labeled TCR probe fluorescence, biochemical. AID 651800. 0.37% of 360,000 active; in the data active = inhibition above about 19%;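 also: recombinant mutant TCR 2C K166C tagged with TAMRA read by polarization; 0% = receptor in buffer alone and 100% = receptor with positive control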
Rev-erbA mod: Rev-erb alpha (human) modulation | activity, % at 10 µM | 0.79% of 370,000 active | P20393 | AID 1259318 | Rev-erbα–FITC-DNA binding, fluorescence polarization, 90 min;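 active = activity above about 14%, limit read from the data; passing the limit was not always enough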;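 also: 0% = DMSO wells with 35 nM protein and 100% = DMSO wells with 750 nM protein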
MBD2 DNA inh: MBD2-methylated oligo binding inhibition; TR-FRET, MBD2 binding to methylated oligonucleotide; AID 686964; Q9UBB5; 0.31% of 370,000 active; inhibition, % at 4.4 µM; in the data active = inhibition above about 13%
Target sequence (Q9UBB5 whole entry, looked up): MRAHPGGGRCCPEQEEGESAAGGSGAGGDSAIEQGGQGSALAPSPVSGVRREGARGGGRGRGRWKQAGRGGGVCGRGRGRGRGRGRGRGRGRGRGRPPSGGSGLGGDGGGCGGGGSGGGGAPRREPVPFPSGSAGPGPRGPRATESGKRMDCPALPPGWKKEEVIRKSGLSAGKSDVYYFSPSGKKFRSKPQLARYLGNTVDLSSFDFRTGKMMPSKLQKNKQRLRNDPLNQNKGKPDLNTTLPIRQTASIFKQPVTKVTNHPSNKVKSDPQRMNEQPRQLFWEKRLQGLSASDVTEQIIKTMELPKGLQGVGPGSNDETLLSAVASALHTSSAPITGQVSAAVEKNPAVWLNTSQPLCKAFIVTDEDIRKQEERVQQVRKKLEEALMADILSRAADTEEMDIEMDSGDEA
LEDGF integ inh: blocks HIV-1 LEDGF/p75-dependent DNA integration. TR-FRET IN-LEDGF/p75 DNA integration, Eu/Cy5. inhibition, % at 3.7 µM. 0.64% of 370,000 active. AID 743269;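 active = inhibition above the screen-wide mean plus 3 SD, cut at about 13% in these data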;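 also: signal is the Cy5 over europium emission ratio at 671 and 618 nm; 0% = plate median of compound wells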
PRMT1 inh: inhibitors of human PRMT1; recombinant PRMT1, activity-based probe fluorescence polarization; 1.3% of 370,000 active; inhibition, % at 2.79 µM;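 active = inhibition above about 21% made by adding two undisclosed values, limit read from the data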
HTRA1 inh: inhibitors of human serine peptidase HTRA1 | Q92743 | recombinant HTRA1, FP-rhodamine activity-based probe, fluorescence polarization | inhibition, % at 5.96 µM | 0.5% of 340,000 active | AID 504803; in the data active = inhibition above about 36%;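 also: 0% = enzyme with DMSO and 100% = wells lacking enzyme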
Target sequence (Q92743 whole entry, looked up): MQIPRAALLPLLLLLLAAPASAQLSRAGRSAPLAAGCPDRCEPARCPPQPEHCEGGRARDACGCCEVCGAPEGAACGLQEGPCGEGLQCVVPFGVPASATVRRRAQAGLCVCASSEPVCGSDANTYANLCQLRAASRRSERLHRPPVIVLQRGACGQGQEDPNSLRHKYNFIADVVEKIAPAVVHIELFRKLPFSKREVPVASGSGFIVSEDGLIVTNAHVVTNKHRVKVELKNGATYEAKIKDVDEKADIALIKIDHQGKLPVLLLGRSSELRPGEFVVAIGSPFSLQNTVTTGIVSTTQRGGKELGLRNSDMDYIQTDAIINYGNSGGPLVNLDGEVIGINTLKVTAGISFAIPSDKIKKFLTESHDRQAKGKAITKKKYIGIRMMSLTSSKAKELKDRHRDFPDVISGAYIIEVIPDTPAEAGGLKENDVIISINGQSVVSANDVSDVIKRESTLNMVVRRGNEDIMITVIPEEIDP
PG9 Ab binder: binds the HIV-1 gp120 antibody PG9; TR-FRET gp120-PG9 antibody binding; inhibition, % at 6.7 µM; 0.43% of 360,000 active; in the data active = inhibition above about 8.5%
An asterisk follows results filed as active; / = no result given. Only part of the results is shown; the hit share may differ from the screen's.

SMILES	rCAG binder	UHRF1 MBD2 ctr	ABHD4 inh	TCR CD3 inh	Rev-erbA mod	MBD2 DNA inh	LEDGF integ inh	PRMT1 inh	HTRA1 inh	PG9 Ab binder
CCN(CC(=O)NC(C)C)Cc1nc2sc3c(c2c(=O)[nH]1)CCC3	-4	-1	0	2	-2	-1	-2	-4	6	-2.1
CCOC(=O)c1cc2cc(OC)ccc2nc1C	-1	1	4	1	1	-2	-2	-2	6	0.4
O=P(O)(CCCP(=O)(O)CCc1ccccc1)CCc1ccccc1	2	1	3	1	-1	-2	-2	-2	-1	0.2
COc1ccc(-c2cc(C(=O)Oc3ccc([N+](=O)[O-])cc3)c3ccccc3n2)cc1	2	1	7	-3	9	-3	-1	0	-2	1.6
CC(=NCc1ccco1)c1c(O)n(C2CCCCC2)c(=O)[nH]c1=O	0	-1	-11	-1	-1	-6	4	5	-10	-1.0
O=C(O)C1=CCNCC1	1	-3	0	2	-3	-1	-1	-2	6	-0.7
CCc1c(C)nc2nc(NC(C)=O)[nH]n2c1=O	0	-1	-9	5	-4	-2	5	1	8	-0.3
COC(=O)c1c(C)[nH]c(C(=O)/C=C/c2ccc(C)cc2)c1C	-1	0	7	-9	26*	-7	1	4	-2	2.7
CN(C)/C=N/c1sc2c(c1C#N)CCCC2	-4	3	5	-2	-2	-4	0	1	4	-1.6
COc1ccc(N2CCN(C(=S)Nc3ccccc3)CC2)cc1	8	3	9	1	4	2	-5	1	-7	1.2
O=C(NC(=S)NCc1ccccc1)c1ccccc1	-4	0	-11	6	-1	2	2	-1	-19	-2.3
O=C(Nc1nc(-c2cccs2)cs1)c1ccco1	4	0	-2	-1	4	3	-2	0	-10	1.7
COc1ccc(/C=C(\C#N)c2nc3ccc(C)cc3[nH]2)cc1Oc1ccc(C(F)(F)F)cc1[N+](=O)[O-]	7	1	3	-3	-4	3	-7	-2	-17	-2.3
Cc1cc(NC(=O)c2ccoc2C)no1	4	0	2	3	-3	2	0	3	-7	-1.0
Nc1c(-c2ccccc2)c(CN2CCOCC2)nn1-c1ccc(F)cc1	-1	6	-1	-4	5	6	-1	-1	0	-0.1
NS(=O)(=O)c1ccc(Nc2nc(-c3ccc4ccccc4c3)cs2)cc1	52*	2	-43	-10	-3	6	-6	21	2	1.1
Cc1ccc(O)c(NC(=O)Cc2ccc3ccccc3c2)c1	0	-1	-9	-9	7	-3	-2	1	-15	3.1
O=C(NNc1ccc(-c2csnn2)cc1)c1ccccc1C(F)(F)F	-2	2	2	0	0	3	-5	1	1	-1.4
COc1cccc(CN(C)Cc2nc3cc(C(F)(F)F)ccc3c(=O)[nH]2)c1	-7	0	-2	-6	-4	-1	2	4	-6	-0.4
Cc1ccc(OCC(=O)NCCC2=CCCCC2)cc1	-10	4	0	0	-5	4	-3	2	1	1.0
O=C(c1cc2cc(Cl)cc(Cl)c2oc1=O)N1CCOCC1	0	0	1	1	4	1	1	1	0	-1.6
CC(=O)Nc1ccc(NC(=O)Nc2ccccc2C)cc1	0	0	1	-5	-1	2	2	-8	-1	-2.8
O=C(Nc1cc(-c2ccccc2)nn1C1CCCCC1)c1ccc(Cl)cc1	11	12	-35	-1	-3	6	2	1	-70	1.4
Cc1ccc(/C=N/N=C2\SCC(=O)N2CC2CC2)cc1	-1	0	-1	-3	0	-3	-3	0	-5	-0.3
Cc1ccccc1C(=O)Nc1ccc2nc3n(c(=O)c2c1)CCCC3	2	1	-5	-6	5	-2	3	4	0	1.2
SMILES	rCAG binder	UHRF1 MBD2 ctr	ABHD4 inh	TCR CD3 inh	Rev-erbA mod	MBD2 DNA inh	LEDGF integ inh	PRMT1 inh	HTRA1 inh	PG9 Ab binder
c1coc(C2Nc3ccccc3C3OCCC23)c1 (stereo unspecified)	0	19	-6	3	-2	12	-2	5	-5	1.5
CC(C)(C)c1csc(NC(=O)c2cccnc2Cl)n1	-5	1	-1	0	-7	5	-3	3	1	0.4
COC(=O)CCC(=O)N1C2=NC3=C(C(=O)N(Cc4ccc5c(c4)OCO5)C3=O)C3N(C)c4ccccc4[C@]23C[C@H]1CO (stereo partly specified)	14	0	7	/	1	5	5	1	/	/
Cc1c(CC(=O)NCC(=O)N[C@H](Cc2ccccc2)C(=O)O)c(=O)oc2cc(O)ccc12	2	1	2	9	-7	-3	1	1	-2	1.9
COC(=O)C(O)(NC(=O)OCc1ccccc1)C(F)(F)F (stereo unspecified)	0	-2	3	6	5	1	-4	-1	1	0.1
COc1ccc(CCNC(=O)CN(c2ccc(C)cc2)S(=O)(=O)c2c(C)noc2C)cc1OC	-7	-5	-5	3	5	4	-1	-1	5	1.1
O=C1NC[C@H](CCCCN2C[C@H](Cc3ccc(O)cc3)N(CCC3CCCCC3)C(=O)C2=O)N(CC2CCCCC2)C1=O	6	-1	3	1	-4	-1	2	1	/	0.1
CC(C)CN(C(=O)CCC(=O)OCC(=O)N(C)c1ccccc1)c1c(N)n(CC(C)C)c(=O)[nH]c1=O	-11	1	3	-2	4	5	-1	0	2	0.5
CCOc1ccc(C(=O)NCc2cccnc2)cc1[N+](=O)[O-]	0	0	-3	7	-5	-5	-5	-5	10	-0.6
Cc1ccc(NC(=O)N2CCc3ccccc32)cc1	2	-2	2	0	6	-1	1	-3	-8	-2.6
C=CCN1[C@H](C)COc2cc(F)ccc2S1(=O)=O	-2	-1	-3	/	0	-2	2	-8	/	/
O=S(=O)(NCc1ccc(Cl)cc1)NCc1ccccc1F	-2	7	1	0	14	1	-2	1	-9	0.1
Clc1ccc(SCc2cn3cccnc3n2)cc1	-3	0	3	-2	-4	2	-5	-3	-1	-0.9
CC(NC(=O)c1ccccc1O)c1ccccc1 (stereo unspecified)	-1	-2	-2	-1	0	-4	1	-3	-2	0.4
COC1=C(C)C(O)=C(C(=O)/C=C/c2ccccc2)C(=O)C1(C)C	4	1	3	-3	1	2	-3	3	5	-1.8
CN(Cc1ccccn1)Cc1cn(Cc2ccccc2)nc1-c1ccc2c(c1)OCO2	-6	-1	3	-5	1	5	1	1	-1	-0.5
NS(=O)(=O)c1ccc(NC(=S)NC(=O)/C=C/c2cccs2)cc1	10	1	-11	-2	4	1	-2	3	-11	-0.9
CCc1ccc(NC(=O)CSc2nc3ccccc3c(=O)n2CCCC(=O)N2CCCC2)cc1	1	9	-4	1	-4	-3	-1	-2	-6	-0.8
N#Cc1ccc(-n2c(-c3ccccc3)nnc2-c2ccccc2)cc1C#N	1	11	-10	-4	-1	6	2	0	-21	-0.1
COc1cccc(C(=O)NCC2CCN(C(=O)C(=O)c3cc4ccccc4o3)CC2)c1	5	2	-7	-4	-2	7	4	1	/	-0.7
CCN(CC)S(=O)(=O)c1ccc(N2CCCCC2)c(NC(=O)C2=COCCO2)c1	-8	0	17	-5	2	3	-3	0	-28	2.9
CCOC(=O)c1ccccc1NC(=O)COC(=O)C(CC)Oc1ccccc1 (stereo unspecified)	2	1	-1	-1	-5	-1	-1	4	-12	-0.1
COc1ccc(OCC(=O)Nc2ncc3c(n2)CC(C)(C)CC3=O)cc1	-3	9	4	-2	4	5	0	4	9	1.7
O=C(Nc1ccc(N2CCN(C(=O)c3ccco3)CC2)cc1)c1ccc(F)cc1	-3	-2	1	11	/	1	-2	0	11	-3.2
COc1cccc(C(=O)Nc2ccccc2OC(F)(F)F)c1	-4	-2	-1	-2	-1	2	-4	-3	4	-1.5
SMILES	rCAG binder	UHRF1 MBD2 ctr	ABHD4 inh	TCR CD3 inh	Rev-erbA mod	MBD2 DNA inh	LEDGF integ inh	PRMT1 inh	HTRA1 inh	PG9 Ab binder
O=[N+]([O-])c1ccc(O)c(-c2nc(-c3ccccc3)c(-c3cccs3)[nH]2)c1	5	-1	0	4	7	-3	3	-3	2	1.3
Clc1ccccc1Cn1nnc2c(N3CCOCC3)nc(C3CC3)nc21	-1	-4	4	5	-1	0	3	-2	-3	0.6
Cc1noc(C)c1CSCC(=O)Nc1ccc(S(=O)(=O)C(F)F)cc1	2	-2	0	9	2	0	1	-1	5	2.4
CC(C)(C)N(Cc1ccccc1)C(=O)COC(=O)c1ccc2ccccc2n1	0	-1	-6	5	3	-1	1	-1	-2	0.1
O=c1[nH]c(SCc2ccc([N+](=O)[O-])cc2)nc2[nH]ncc12	3	-2	-1	1	2	1	-3	0	2	0.2
CCOCCc1nnc(NC(=O)CCS(=O)(=O)c2ccccc2)s1	-1	1	-6	2	-7	-1	0	-2	8	-1.5
Nc1c(C(=O)Nc2ccc3c(c2)OCCO3)nnn1Cc1cccc(F)c1	0	-2	4	0	0	1	1	1	-1	2.9
CCOC(=O)/C=C1\SCC(=O)N1CC(=O)Nc1cc(S(=O)(=O)N(C)C)ccc1C	4	-2	1	-3	-4	-1	2	1	3	-2.0
CCN(CC)S(=O)(=O)c1cc(NC(=O)CO/N=C(\N)c2ccccc2Cl)ccc1C	-1	2	-1	-2	1	1	4	-1	-1	-3.3
CCOCCCn1c(=S)[nH]c2cc(C(=O)NCCCN(CC)CC)ccc2c1=O	-3	1	-8	0	0	-3	2	-5	0	-1.7
O=C(O)c1ccccc1C(=O)NCCCn1ccnc1	-1	-3	-1	-2	-4	3	1	0	-5	0.3
Cc1ccc(S(=O)(=O)N2CCN(CC(=O)N/N=C\c3ccc(Cl)c([N+](=O)[O-])c3)CC2)cc1	1	14	2	8	2	5	2	-3	1	-1.4
CCOC(=O)C1CCCN(C(=O)c2cn(CC)c(=O)c3cc(OC)c(OC)cc23)C1 (stereo unspecified)	-10	0	9	-8	0	-6	2	2	-4	0.1
CCOC(=O)c1cc(-c2csc(-c3ccc(C(F)(F)F)cc3)n2)on1	0	2	7	-1	12	-5	8	-3	6	-0.8
Cc1ccc(C(=O)COC(=O)C2CC(=O)N(c3nc(-c4ccccc4)cs3)C2)cc1C (stereo unspecified)	4	-3	2	6	2	3	1	-1	-7	-1.9
Cc1ccc(-c2nc(CS(=O)CC(=O)NC(C)CCc3ccccc3)c(C)o2)cc1 (stereo unspecified)	-4	2	-1	3	-7	3	-2	4	-15	-0.1
O=C(c1ccc(F)cc1)N1CCN(c2ccccn2)CC1	-4	1	-2	-3	2	2	-6	-1	11	-1.6
O=C(CN1CCC(Cc2ccccc2)CC1)NC(=O)NC1CCCCC1	-5	0	6	6	1	0	0	-1	-2	0.1
COC(=O)c1ccc(CN2CCN(Cc3ccc(F)cc3)C(CCO)C2)cc1 (stereo unspecified)	-7	0	6	-7	-3	-3	-4	3	-1	-2.1
CCN(CC)S(=O)(=O)c1ccc(=O)n(CC(=O)N2Cc3ccccc3CC2C(N)=O)c1 (stereo unspecified)	-11	3	0	0	-2	1	0	-4	-5	-2.0
CCOc1ccccc1N1CCN(C(=O)c2ccc3[nH]c4c(c3c2)CCCC4)CC1	4	0	7	-4	-4	0	-3	2	-11	0.6
O=C1C(Cc2ccccc2)Nc2ncnc(N3CCCCC3)c2N1Cc1ccccc1 (stereo unspecified)	11	-1	0	12	2	1	1	0	-17	-0.2
O=C(CCCc1ccccc1)Nc1ccccc1C(F)(F)F	-5	1	1	4	1	0	-1	2	0	0.1

Part of the list above, limited to HTRA1 inh:
SMILES	HTRA1 inh
Cc1ccc(C(=O)COC(=O)C2CC(=O)N(c3nc(-c4ccccc4)cs3)C2)cc1C (stereo unspecified)	-7
Cc1ccc(-c2nc(CS(=O)CC(=O)NC(C)CCc3ccccc3)c(C)o2)cc1 (stereo unspecified)	-15
O=C(c1ccc(F)cc1)N1CCN(c2ccccn2)CC1	11
